OX1R antag-1 – human HCRTR1 antagonism; O43613; inhibition, % at 5 µM; hit rate 0.43% among 330,000; AID 434989; CHO/OX1R cells, Fluo-8 calcium fluorescence, orexin A;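 active = inhibition above its plate's threshold, mean inhibition of all tested compounds on the plate plus 3 SD, cut at about 37% in these data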;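 note: 0% = orexin A challenge wells and 100% = SB-334867-A antagonist wells; not every result past the cut was called active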
Target sequence (O43613 whole entry, looked up): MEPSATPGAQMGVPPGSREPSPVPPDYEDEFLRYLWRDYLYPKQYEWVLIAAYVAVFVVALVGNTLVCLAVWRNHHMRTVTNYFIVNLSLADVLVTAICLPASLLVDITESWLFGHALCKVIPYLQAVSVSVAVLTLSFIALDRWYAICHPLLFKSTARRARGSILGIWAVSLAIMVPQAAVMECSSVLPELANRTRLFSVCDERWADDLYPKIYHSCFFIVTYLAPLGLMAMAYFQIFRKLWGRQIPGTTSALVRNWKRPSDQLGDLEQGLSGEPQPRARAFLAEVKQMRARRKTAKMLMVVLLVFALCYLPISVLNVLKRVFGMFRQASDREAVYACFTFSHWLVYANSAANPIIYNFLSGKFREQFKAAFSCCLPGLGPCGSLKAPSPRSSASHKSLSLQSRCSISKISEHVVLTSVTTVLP
OX1R antag-2 – OX1R (human) antagonism; O43613; OX1R-expressing cells, FRET antagonist read-out; inhibition, % at 6.6 µM; hit rate 1.8% among 330,000; AID 485270; in the data active = inhibition mostly above about 38%, no sharp cut-off; inactive = mostly below about 40%;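 note: 0% = agonist challenge alone and 100% = reference antagonist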
STK33 kinase inh – blocks human STK33 kinase activity; Q9BYT3; purified STK33, MBP phosphorylation, ADP-Glo luminescence; inhibition, % at 10 µM; hit rate 0.073% among 320,000; AID 2661;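 active = inhibition at or above 25%, using the most active replicate where run in duplicate; inactive = inhibition below 25%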
Target sequence (Q9BYT3 whole entry, looked up): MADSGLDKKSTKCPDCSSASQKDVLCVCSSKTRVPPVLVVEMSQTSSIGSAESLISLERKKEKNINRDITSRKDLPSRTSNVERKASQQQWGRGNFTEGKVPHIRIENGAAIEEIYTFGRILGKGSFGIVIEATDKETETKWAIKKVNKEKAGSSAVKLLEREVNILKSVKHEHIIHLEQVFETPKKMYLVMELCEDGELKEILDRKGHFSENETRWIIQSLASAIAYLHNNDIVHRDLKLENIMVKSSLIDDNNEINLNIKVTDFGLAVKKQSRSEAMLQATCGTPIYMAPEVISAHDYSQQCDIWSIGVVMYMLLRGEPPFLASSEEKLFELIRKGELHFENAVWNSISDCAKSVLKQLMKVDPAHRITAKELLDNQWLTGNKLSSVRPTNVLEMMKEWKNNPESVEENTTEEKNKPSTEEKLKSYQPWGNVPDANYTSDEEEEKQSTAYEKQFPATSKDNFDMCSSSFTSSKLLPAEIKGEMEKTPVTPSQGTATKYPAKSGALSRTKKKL
Active calls of the source: *; nt = not tested or not shown.

SMILES	OX1R antag-1	OX1R antag-2	STK33 kinase inh
CC1SC(c2ccc(F)cc2)NC1=O (stereo not drawn)	-10	5	-1.1
O=S(Cc1cc(Sc2ccccc2)nc(-c2ccccc2)n1)c1ccccc1 (stereo not drawn)	-16	14	0.0
Cc1nnsc1C(=O)Nc1cccc(Cl)c1Cl	-16	2	-0.2
CCC1CCC2(CC1)NC(=O)N(CC(=O)Nc1cccc(S(=O)(=O)N(C)c3ccccc3)c1)C2=O (stereo not drawn)	-6	6	-1.0
CC(=O)c1ccc(OC(=O)C2c3ccccc3Oc3ccccc32)cc1	-13	10	0.6
Cc1ccccc1N(CC(=O)NC1CCCC1)C(=O)CS(=O)CC(=O)Nc1ccc2c(c1)OCO2 (stereo not drawn)	-14	7	-3.6
CCCn1c(SCC(=O)N2CCN(c3ccc(OC)cc3)CC2)nc2c1c(=O)n(C)c(=O)n2C	-21	6	0.2
O=C(CCN1CCN(C(c2ccccc2)c2ccccc2)CC1)N/N=C/c1ccc(O)cc1O	2	36	-1.5
O=C(CNC(=O)c1ccco1)NCC(=O)OCc1ccc(F)cc1	-11	5	-0.7
Cc1nn(C)c(Cl)c1C(N)=O	0	11	-0.5
CCN(CC(=O)NCc1ccccn1)S(=O)(=O)c1cc(Cl)ccc1Cl	-32	9	-2.3
COc1ccc2[nH]c(=O)c(CN(C)C(=O)c3ccncc3)cc2c1	0	15	-1.8
O=C(O)CCNC(=O)c1ccc(Br)o1	1	19	1.3
CCCC(c1nnnn1Cc1ccc(OC)cc1)N1CCN(c2ccccc2OC)CC1 (stereo not drawn)	-36	18	-0.1
CCN(CC)c1ccc(NC(=O)CN2CCN(c3ccccn3)CC2)cc1	-23	4	-1.1
COc1ccc(CC(=O)N2CCCC(CNC(=O)c3ccccc3Cl)C2)cc1 (stereo not drawn)	-11	13	nt
COc1cc(/C=N/n2c(C)nc3ccccc3c2=O)ccc1O	-12	3	0.8
CCN(Cc1ccncc1)C(=O)CCc1nnc(CCc2ccc(OC)cc2)o1	-5	1	-0.6
Cc1ccccc1Nc1nnc(SCC(=O)NC(=O)Nc2ccc3c(c2)OCCO3)s1	4	9	-0.2
Cc1ccc2nc(SCC(=O)Nc3ccc(C)c(Cl)c3)nc(=O)n2c1	-7	22	-0.8
COc1cccc(NC(=O)COC(=O)CCCC2=NS(=O)(=O)c3ccccc3N2)c1	0	14	-0.2
COc1ccc(NC(=O)COC(=O)CCSc2ccccc2)cc1	9	9	-4.6
CCn1cc([N+](=O)[O-])c(C(=O)N2CCCCCC2)n1	6	6	-2.0
CCOc1ccccc1/C=N/NC(=O)c1c(C)nc2ccc(Br)cn12	-42	7	-1.5
Cc1ccc(-n2c(-c3ccccc3)cc(=O)nc2C)cc1	-17	4	-0.4
Cc1ccc(S(=O)(=O)N2CCOCC2)cc1NC(=O)CSc1nnc2cc(C)c3ccccc3n12	-24	14	-2.2
CC(=O)Cc1nsc(NC(=O)c2cc(-c3ccc(Cl)c(Cl)c3)oc2C)n1	-12	6	-1.5
CN(C)/C=N/c1c(C#N)nnn1Cc1ccccc1	5	13	0.2
C[C@H](NC(=O)c1ccccc1Cl)C(=O)OCC(=O)N1CCN(c2ccccc2)CC1	-9	3	-0.2
COc1ccc(-n2c(=O)[nH]cc(C(=O)Nc3ccc(NC(C)=O)cc3)c2=O)cc1	-5	6	-1.0
O=C(O)c1ccccc1-c1ccc(/C=C2\SC(=O)N(c3ccccc3)C2=O)o1	-17	8	-1.6
COc1ccc(C2CC(c3cccs3)=NN2C(=O)CN2CCCCC2)cc1 (stereo not drawn)	-23	10	2.8
COc1ccc(/C(N)=N/OC(=O)N2CCOCC2)cc1	-14	13	-0.5
Cn1c(=O)c2c(nc(N/N=C/c3cccnc3)n2Cc2ccc(F)cc2)n(C)c1=O	-18	6	-0.3
CC(C)CCNC(=O)c1ccc2nc[nH]c2c1	-11	13	-1.5
N#Cc1ccc(CSc2nnc(-c3cccnc3)o2)cc1	-12	15	-1.1
CCOc1ccc(-c2nc(N)ncc2-c2ccccc2)c(O)c1	-27	16	-1.2
CCN(CC)S(=O)(=O)c1ccc2c(c1)nc(SCC(=O)N1CCOCC1)n2-c1ccccc1OC	-33	7	0.8
CCN(CC)C(=O)c1sc(NC(=O)c2ccco2)c(C#N)c1C	-17	19	2.7
Cn1c(NC(=O)c2ccccc2)nc2ccccc21	-24	19	14
COc1ccc(-c2n[nH]c(C)c2-c2ccccc2OC)c(O)c1	-17	-7	0.4
CCn1c(SCC(=O)c2ccc(O)c(O)c2)nnc1-c1ccccc1	-9	12	-1.0
CC(C)(C)NC(=O)C(=O)NNC(=O)c1cccc([N+](=O)[O-])c1	5	12	-1.8
COCCNc1nc2c(-c3cccc(C(F)(F)F)c3)nnn2c2ccccc12	-7	-6	0.1
CS(=O)(=O)c1ccc2nc(NC(=O)c3cccs3)sc2c1	-7	38	0.7
Cc1ccc(S(=O)(=O)N2CCCCC2)cc1NC(=O)CSc1nnnn1C	-13	7	-3.2
COc1ccc(C2CC(=O)c3cnc(NC(=O)c4ccco4)nc3C2)cc1 (stereo not drawn)	-10	29	0.5
c1ccc(-c2ccc(-c3cn4c(n3)CCC4)cc2)cc1	-5	10	0.9
CCN1CCN(c2nc3c(C)cccn3c(=O)c2/C=C(\C#N)S(=O)(=O)c2ccc(C)cc2)CC1	-14	19	-0.5
CCCCC(O)(CCCC)C(=O)NN(C(=O)OC)c1ccccc1	-32	16	-2.2
O=C(CS(=O)(=O)c1ccccc1)Nc1ccc(S(=O)(=O)Nc2ccccn2)cc1	-12	7	-0.7
Cc1nc(Nc2ccccc2Cl)sc1C(=O)Nc1ccccc1	-8	49	0.4
O=C(c1ccccc1NS(=O)(=O)c1ccc(Cl)cc1)N1CCc2ccccc21	-26	11	-0.5
Cc1nc([N+](=O)[O-])c(Br)n1CC(=O)c1ccc(Cl)cc1	-24	40	-0.5
C=CCSC1=NC(N)=C(C#N)C2(CCCCC2)C1C(N)=O (stereo not drawn)	2	1	-0.9
CC(C)Oc1ccc(C2CC(=O)N(Nc3ccc([N+](=O)[O-])cc3[N+](=O)[O-])C2=O)cc1 (stereo not drawn)	-34	14	4.7
CC(C)c1ccc(NC(=O)COc2ccc(F)cc2C(=O)c2cnn(-c3ccccc3)c2)cc1	-23	11	-3.7
Cc1cccc(CCNC(=O)C2CCC(CNS(=O)(=O)c3cccs3)CC2)c1 (stereo not drawn)	-19	15	0.1
Cn1c(-c2ccccc2)cc2c3no[n+]([O-])c3ccc21	-3	33	-1.9
O=C(CCCC(=O)N1CCCC1)N1CCCC1	-2	4	-0.1

Following part:
SMILES	OX1R antag-1	OX1R antag-2	STK33 kinase inh
CC1CC(C)(C)NC(=O)O1 (stereo not drawn)	-12	15	0.3
CCN1CCN(C(c2cccc(OC)c2)c2sc3nc(C)nn3c2O)CC1 (stereo not drawn)	-5	6	0.4
C[C@H]1CN=C(Nc2ccccc2)N1CCCC1CCCCC1	-19	24	-1.7
C=CCOc1c(Cl)cc(C2NC(=O)NC(C)=C2C(=O)OC)cc1Cl (stereo not drawn)	9	18	0.5
CCCCN(CCCC)/C(N)=N/c1nc(C)cc(C)n1	-8	18	-4.1
O=C(NNc1cccc(Cl)n1)c1ccc(Cl)nc1	-7	13	0.1
O=C(c1ccc(CS(=O)Cc2ccccc2Cl)o1)N1CCN(C2CCCCC2)CC1 (stereo not drawn)	-34	-3	0.9
CC(C)(C)NC(=O)CSc1nncn1NCc1c(Cl)cccc1Cl	-7	13	-1.3
COc1cccc(NC(=O)c2ccccc2-c2nc(-c3ccccc3)no2)c1	-14	38	-1.1
COc1ccc(Oc2nnnn2-c2ccccc2)cc1	-20	19	0.6
Nc1nc[nH]c(=O)c1N=Cc1ccccc1	-13	24	-0.1
Cc1ccc(Cn2nc(C)c(NC(=O)c3cc(-c4ccc5c(c4)OCO5)on3)c2C)cc1	7	-5	0.1
O=C(CSc1nc(-c2ccco2)cc(C(F)(F)F)n1)N1CCN(c2cccc(Cl)c2)CC1	-29	19	-0.8
CCOc1ccc(NC(=O)CN(C)C(=O)CCSc2ccc(F)cc2)cc1OCC	-7	13	-1.6
Cc1ccc(CSc2ccc(S(=O)(=O)N3CCOCC3)cn2)cc1	-10	-3	-0.4
O=C(NCc1nnc2c3ccccc3c(-c3ccccc3)nn12)c1ccc(Cl)cc1	-31	9	0.6
N=c1c(C(=O)NCC2CCCO2)cc2c(=O)n3ccccc3nc2n1Cc1cccnc1 (stereo not drawn)	-3	73*	-0.9
CCn1cc(CNCc2cn(-c3ccccc3C)nc2-c2ccc(OC)c(F)c2)cn1	-35	15	-2.3
CCOc1ccc(C(=O)Nc2ccccc2N2CCOCC2)cc1	-30	23	-0.3
CC1(C2CC2)NC(=O)N(CC(=O)Nc2ccc(F)cc2F)C1=O (stereo not drawn)	-11	4	-0.2
CCCCCCn1c(SCCC)nc2c1c(=O)[nH]c(=O)n2C	-13	16	-1.1
CC(C)Cn1c(N)c(C(=O)COC(=O)c2ccc3ccccc3n2)c(=O)n(C)c1=O	-8	19	-0.3
O=C(CSc1ccc(-c2ccccc2)nn1)NCC1CCCO1 (stereo not drawn)	-5	14	0.0
COc1ccc(/C=N/NC(=O)c2ccc(COc3cccc4cccnc34)cc2)cc1OC	-27	50	-1.0
O=C(CN1CCOCC1)NCc1ccc(F)cc1	-2	6	-0.5
COC(=O)C(CSCc1ccccc1)NC(=O)CSc1nc(N)cc(=O)[nH]1 (stereo not drawn)	-10	0	-1.8
CN1C(C)(C)c2ccccc2OS1(=O)=O	-16	8	-0.2
Cc1ccc2cc(C3CC(c4ccco4)=NN3C(=O)CCC(=O)O)c(Cl)nc2c1 (stereo not drawn)	8	18	-1.9
N#Cc1c(NC(=O)Cn2nc(C(F)(F)F)c3c2CCCC3)sc2c1CCC2	-10	8	0.4
CC(C)(C)NC(=O)NC(=O)COC(=O)CCCc1c[nH]c2ccccc12	-13	4	-0.7
Cc1cc(-n2cnc3c(=O)[nH]cnc32)ccc1N	-14	-5	0.7
O=C1CC(c2ccccc2)C(=O)N1c1cccc(O)c1 (stereo not drawn)	-9	10	0.3
O=C(C1CCN(S(=O)(=O)c2ccc(Br)s2)CC1)N1CCN(C2CCCCC2)CC1	-32	8	-1.0
O=C1N/C(=N\c2ccccn2)SC1Cc1ccc(Cl)cc1 (stereo not drawn)	-16	7	-3.2
CC(C)Cc1nnc(NC(=O)CCN2C(=O)c3ccccc3C2=O)s1	-24	9	-0.1
CC(c1nccs1)N(C)C(=O)c1cn(Cc2cccc3ccccc23)nn1 (stereo not drawn)	-37	9	1.9
CCNS(=O)(=O)c1ccc(NC(=O)c2cc(C(F)(F)F)nn2C)cc1	15	14	0.7
CCCn1nnnc1NCc1cccn1C	5	9	0.2
Cc1ccc(C)c(NC(=O)c2cnccn2)c1	-5	3	-1.2
CCOC(=O)c1nnn(-c2nonc2N)c1-c1cccs1	-6	14	nt

Quoted from the entries so far (22 entries):
SMILES	OX1R antag-1	OX1R antag-2	STK33 kinase inh
O=C(NCc1nnc2c3ccccc3c(-c3ccccc3)nn12)c1ccc(Cl)cc1	-31	9	0.6
N=c1c(C(=O)NCC2CCCO2)cc2c(=O)n3ccccc3nc2n1Cc1cccnc1 (stereo not drawn)	-3	73*	-0.9
CCn1cc(CNCc2cn(-c3ccccc3C)nc2-c2ccc(OC)c(F)c2)cn1	-35	15	-2.3
CCOc1ccc(C(=O)Nc2ccccc2N2CCOCC2)cc1	-30	23	-0.3
CC1(C2CC2)NC(=O)N(CC(=O)Nc2ccc(F)cc2F)C1=O (stereo not drawn)	-11	4	-0.2
CCCCCCn1c(SCCC)nc2c1c(=O)[nH]c(=O)n2C	-13	16	-1.1
CC(C)Cn1c(N)c(C(=O)COC(=O)c2ccc3ccccc3n2)c(=O)n(C)c1=O	-8	19	-0.3
O=C(CSc1ccc(-c2ccccc2)nn1)NCC1CCCO1 (stereo not drawn)	-5	14	0.0
COc1ccc(/C=N/NC(=O)c2ccc(COc3cccc4cccnc34)cc2)cc1OC	-27	50	-1.0
O=C(CN1CCOCC1)NCc1ccc(F)cc1	-2	6	-0.5
COC(=O)C(CSCc1ccccc1)NC(=O)CSc1nc(N)cc(=O)[nH]1 (stereo not drawn)	-10	0	-1.8
CN1C(C)(C)c2ccccc2OS1(=O)=O	-16	8	-0.2
Cc1ccc2cc(C3CC(c4ccco4)=NN3C(=O)CCC(=O)O)c(Cl)nc2c1 (stereo not drawn)	8	18	-1.9
N#Cc1c(NC(=O)Cn2nc(C(F)(F)F)c3c2CCCC3)sc2c1CCC2	-10	8	0.4
CC(C)(C)NC(=O)NC(=O)COC(=O)CCCc1c[nH]c2ccccc12	-13	4	-0.7
Cc1cc(-n2cnc3c(=O)[nH]cnc32)ccc1N	-14	-5	0.7
O=C1CC(c2ccccc2)C(=O)N1c1cccc(O)c1 (stereo not drawn)	-9	10	0.3
O=C(C1CCN(S(=O)(=O)c2ccc(Br)s2)CC1)N1CCN(C2CCCCC2)CC1	-32	8	-1.0
O=C1N/C(=N\c2ccccn2)SC1Cc1ccc(Cl)cc1 (stereo not drawn)	-16	7	-3.2
CC(C)Cc1nnc(NC(=O)CCN2C(=O)c3ccccc3C2=O)s1	-24	9	-0.1
CC(c1nccs1)N(C)C(=O)c1cn(Cc2cccc3ccccc23)nn1 (stereo not drawn)	-37	9	1.9
CCNS(=O)(=O)c1ccc(NC(=O)c2cc(C(F)(F)F)nn2C)cc1	15	14	0.7

More compounds follow.
SMILES	OX1R antag-1	OX1R antag-2	STK33 kinase inh
CC1CC(C)CN(S(=O)(=O)c2ccc(NN)nc2)C1 (stereo not drawn)	-25	14	-0.8
NC(=O)NCc1ccc(Cl)cc1	0	3	-0.4
CC1CCCN(C(=O)CN2C(=O)NC(C)(c3ccc4ccccc4c3)C2=O)C1 (stereo not drawn)	-33	8	-0.1
Cc1noc(C)c1C(=O)NCCCc1ccccc1	-9	0	-0.4
COC(=O)C[n+]1cccc2ccccc21	-7	26	0.1

Compounds as they come. About 2.2% of those tested had a hit in this group.
